# P. falciparum M1AAP = malaria alanyl aminopeptidase activity blockers – biochemical, fluorogenic H-Leu-NHMec substrate, 1536-well (AID 1445); 220,000 compounds, 0.42% hits; recombinant M1AAP, H-Leu-NHMec fluorogenic kinetic assay; higher % means a stronger effect; inhibition, % at 30 µM; hits with a dose series show IC50 in µM;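 active = primary inhibition above the hit cutoff, then over 50% inhibition at one or more dose response concentrations, cut at about 23% in these data, passing the limit was not always enough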;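 also: plate controls were DMSO full reaction for no effect and no enzyme background for full effect; strong numbers were not always called active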
# Myeloid diff MLP = compounds promoting myeloid differentiation; ER-HoxA9 myeloid progenitors, lysozyme-GFP differentiation, flow cytometry; calls only at 10 µM; 360,000 compounds, 1% hits;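 active = normalized GFP-positive differentiation at or above the plate's own cutoff, the solvent-only control mean plus 3 SD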;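 also: cells exposed to compound for four days before flow analysis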
# LYP phosphatase = inhibitors of LYP phosphatase, biochemical, fluorescence intensity, uHTS (AID 1779) | recombinant LYP phosphatase, fluorescence intensity; higher % means a stronger effect | inhibition, % at 11.5 µM, or IC50 in µM where a hit was titrated | 290,000 compounds, 0.054% hits;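 also: plate controls were vehicle with enzyme for no effect and no enzyme for full effect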
# M17LAP inhibition = P. falciparum M17LAP inhibitors, primary screen, biochemical, fluorogenic H-Leu-NHMec substrate, 1536-well (AID 1619); recombinant M17LAP, H-Leu-NHMec fluorogenic kinetic assay; higher % means a stronger effect; inhibition, % at 30 µM, or IC50 in µM where a hit was titrated; 220,000 compounds, 0.38% hits;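 active = compound inhibiting the enzyme by more than half at any dose during confirmatory dose-response retesting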;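 also: plate controls were full reaction with DMSO carrier for no effect and no enzyme background for full effect; strong numbers were not always called active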
# ER stress rescue = rescue of cells from ER stress-induced death, primary screen, 384-well, CSM14.1, thapsigargin, ATP luminescence (AID 1222); CSM14.1 thapsigargin-induced death rescue, ATP luminescence; higher % means a stronger effect; one-dose cellular ATP content (survival), % at 20 µM; EC50 in µM for titrated hits; 190,000 tested, under 10 active;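 active = EC50 below 50 µM in the dose-response confirmation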;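 also: death triggered by thapsigargin at about 15 µM added after 2 h compound pretreatment; cell ATP read after overnight thapsigargin exposure of roughly 18 to 22 hours; normalized against plate controls of thapsigargin alone and 5% DMSO vehicle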
# TNAP activators = stimulation of alkaline phosphatase TNAP activity – biochemical, luminescent, no phosphate acceptor, uHTS, primary screen (AID 1001). purified TNAP, luminescent activation assay, no phosphate acceptor; higher activation fold means a stronger effect. activation fold at 20 µM; hits with a dose series show EC50 in µM. 200,000 compounds, 0.03% hits; in the data active = activation fold from about 3, or a potency from the dose series; inactive = the rest, 99 in 100 with activation fold below about 1.6; also: many of its hits are not listed in these tables
# XIAP displacement = XIAP antagonists, biochemical, IAP family, fluorescence polarization (AID 1018); XIAP BIR domain, fluorescence polarization peptide displacement; higher % means a stronger effect; displacement, % at 20 µM; hits with a dose series show IC50 in µM; 200,000 compounds, 0.007% hits; in the data active = displacement above about 50%; also: a part of the inactive calls stands beside numbers as strong as those of hits
# PMI inhibition = human PMI inhibitors, high substrate, primary screen, biochemical, fluorescence intensity, high mannose 6-phosphate (AID 1220); recombinant PMI enzyme, coupled fluorescence intensity; higher % means a stronger effect; one-dose inhibition, % at 20 µM; IC50 in µM for titrated hits; 190,000 compounds, 0.66% hits
# human PMI inhibition = inhibitors of human PMI, primary screen, biochemical, fluorescence intensity, coupled assay (AID 1209) | purified PMI enzyme, coupled fluorescence intensity; higher % means a stronger effect | inhibition, % at 20 µM, or IC50 in µM where a hit was titrated | 190,000 compounds, 0.42% hits;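 also: plate controls were DMSO vehicle for no effect and wells lacking substrate for full effect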
# Myeloid diff MLP GFP+ MAC1+ % = also measured in Myeloid diff MLP; calls as there; GFP+ MAC1+ double positive, %; measured here: differentiation confirmed by MAC1 staining
# * = called active by the depositor; i = inactive; . = not tested or not shown. Rule as the data show it, unless noted: active = inhibition above about 50%; inactive = the rest. Compounds as they come. Share with any hit: about 2.7%.
# Below each compound – P. falciparum M1AAP, Myeloid diff MLP, Myeloid diff MLP GFP+ MAC1+ %, LYP phosphatase, M17LAP inhibition, ER stress rescue, TNAP activators, XIAP displacement, PMI inhibition, human PMI inhibition
CCOC(=O)Cc1nnc(NC(=O)c2ccccc2OCC)s1
→ 3%, i, 0.4, -8%, -1%, -2.1%, 1.1, -4.2%, 4%, 6%
O=C(NNc1ccccn1)C(c1ccccc1)c1ccccc1
→ 4%, i, 0.3, -6%, -2%, ., 2.2, -1.6%, 3%, 50%*
CSc1cc(-c2ccccc2)[nH]c(=O)c1C#N
→ -2%, i, 0.1, -7%, 2%, 0.5%, 1.1, -1.4%, 2%, -1%
O=C(CSCc1cccc(Br)c1)NC1CC1
→ -5%, i, 0.5, 0%, -1%, -2.6%, 1.1, -6.2%, -7%, -11%
Cc1ncc(CN2CCN(Cc3ccc(F)cc3)C(CCO)C2)s1 (stereo not drawn)
→ -5%, i, 0.9, -1%, -7%, 1.8%, 1.1, -4.2%, ., .
COc1ccc(CCNC(=O)C2CCN(C(=O)c3ccc([N+](=O)[O-])cc3)CC2)cc1
→ 9%, i, 0.3, -5%, -6%, -2.3%, 1.1, -4.0%, 12%, 6%
O=C(Nc1ccccc1)c1cc([N+](=O)[O-])ccc1NC1CCCCC1
→ 0%, i, 0.4, 8%, -5%, -1.4%, 1, -2.1%, 14%, 25%
CC(C)c1ccc2oc3nc(N)c(C(=O)O)cc3c(=O)c2c1
→ -3%, ., ., -16%, 7%, -4.4%, 1.1, -2.2%, 2%, 6%
COC(=O)c1ccccc1NC(=S)NC(=O)C1CCCCC1
→ 10%, i, 0.4, 4%, -7%, 0.8%, 1.1, -5.3%, 3%, 3%
COc1cccc(NC(=O)Cc2nnc(SCC(=O)c3ccccc3)n2C)c1
→ 9%, i, 2.8, -4%, 30%, 0.4%, 1, -1.8%, -88%, -35%
CC(=O)Nc1cccc(C(=O)OCC(=O)NC(C)c2ccc(F)cc2)c1 (stereo not drawn)
→ 0%, i, 0.4, -4%, -3%, ., 1.1, -1.5%, 8%, 4%
O=C(NCc1cccc(C(F)(F)F)c1)C1CC(c2ccccc2C(F)(F)F)=NO1 (stereo not drawn)
→ 4%, i, 2.9, -1%, -3%, ., ., ., ., .
CCOc1ccc(Cl)cc1S(=O)(=O)NCc1cccnc1
→ 3%, i, 2.3, -10%, -2%, 0.1%, 1.1, 1.7%, -3%, -5%
O=C(Nc1nc(=O)n(C(=O)c2cccc(C(F)(F)F)c2)s1)c1ccccc1
→ 9%, i, 0.7, -3%, 22%, ., ., ., ., .
COc1ccc(/C=C2\SC(=S)N(CC(=O)OCC(=O)Nc3ccc(C)cc3Cl)C2=O)cc1
→ 6%, i, 1.1, 5%, -3%, 0.3%, 1, 0.5%, 20%, 18%
CC/C(=N\n1nnnc1Nc1ccccc1)c1ccccc1
→ 0%, i, 1.0, -4%, 22%, -1.1%, 1.1, -1.6%, -1%, -1%
CCC(=O)Nc1cc(C(=O)OC(C(=O)c2ccc(C)c(C)c2)c2ccccc2)ccc1C (stereo not drawn)
→ 18%, i, 1.6, 15%, 7%, -2.1%, 1.1, -1.9%, 5%, 8%
CCCOc1ccc2c3c(c(=O)oc2c1OCCC)CCCC3
→ -2%, i, 0.4, -6%, 4%, -0.4%, 1.1, -5.7%, 15%, 20%
CCOC(=O)c1ccc(N2C(=O)C(O)=C(C(C)=O)C2c2ccccn2)cc1 (stereo not drawn)
→ 4%, i, 0.2, -3%, 9%, -2.3%, 1.2, -2.4%, -9%, -5%
S=c1[nH]nc(-c2ccccn2)n1/N=C/c1cccc2ccccc12
→ 17%, i, 0.9, -6%, 12%, 1.6%, 1.4, -1.4%, 5%, 34%

# Only human PMI inhibition and XIAP displacement (seven entries from above):
SMILES | human PMI inhibition | XIAP displacement
O=C(NNc1ccccn1)C(c1ccccc1)c1ccccc1 | 50%* | -1.6%
CSc1cc(-c2ccccc2)[nH]c(=O)c1C#N | -1% | -1.4%
O=C(CSCc1cccc(Br)c1)NC1CC1 | -11% | -6.2%
Cc1ncc(CN2CCN(Cc3ccc(F)cc3)C(CCO)C2)s1 (stereo not drawn) | . | -4.2%
COc1ccc(CCNC(=O)C2CCN(C(=O)c3ccc([N+](=O)[O-])cc3)CC2)cc1 | 6% | -4.0%
O=C(Nc1ccccc1)c1cc([N+](=O)[O-])ccc1NC1CCCCC1 | 25% | -2.1%
CC(C)c1ccc2oc3nc(N)c(C(=O)O)cc3c(=O)c2c1 | 6% | -2.2%

# Next part:
# Below each compound – P. falciparum M1AAP, Myeloid diff MLP, Myeloid diff MLP GFP+ MAC1+ %, LYP phosphatase, M17LAP inhibition, ER stress rescue, TNAP activators, XIAP displacement, PMI inhibition, human PMI inhibition
Cn1c(=O)[nH]c(=O)c2c1nc(N1CCCCC1)n2CCSc1nc2ccccc2o1
→ 8%, i, 3.5, 0%, -1%, 0.6%, 1.1, -3.9%, 8%, 6%
COc1ccc(OCC(=O)NNC(=O)c2c(-c3ccccc3Cl)noc2C)cc1
→ -3%, i, 0.8, -10%, -6%, ., ., ., ., .
CCn1nc(C)c(NC(=O)CSc2nnc(-c3ccco3)n2C)c1C
→ 6%, i, 1.1, -4%, 0%, -1.9%, 1.1, -3.7%, 8%, 8%
CCCCn1c(SCc2nnc(-c3ccccc3)o2)nc2c1c(=O)n(C)c(=O)n2C
→ 10%, i, 8.0, -5%, 11%, -1.1%, 1, -2.3%, 11%, 8%
O=C(NCCN1C(=O)S/C(=C\c2ccc(Cl)c(Cl)c2)C1=O)c1ccc2c(c1)C(=O)N(Cc1ccncc1)C2=O
→ 3%, i, 0.3, 1%, 18%, -2.8%, 1, -9.4%, -24%, -13%
CC(=O)NCCc1nc2cc(NC(=O)c3cccs3)ccc2n1C
→ 3%, i, 0.1, -4%, -3%, -3.1%, 1.1, -0.7%, -10%, -6%
CCC(OC(=O)CCc1nc2ccccc2[nH]c1=O)C(=O)c1ccccc1 (stereo not drawn)
→ 4%, i, 0.5, -7%, 10%, -1.7%, 1, -6.4%, -5%, -4%
CCCCNC(=O)c1ccccc1NS(=O)(=O)c1ccc2c(c1)OCCO2
→ 2%, i, 1.1, -6%, 1%, -1.7%, 1.2, -1.9%, 5%, 11%
CCNc1ccc(C(=O)OC(C(=O)NC(N)=O)C(C)C)cc1[N+](=O)[O-] (stereo not drawn)
→ -10%, i, 1.2, 0%, 6%, -0.8%, 1, -9.3%, -8%, -10%
COc1ccc(N2CCN(S(=O)(=O)c3ccc(OC)cc3)CC2)cc1
→ -1%, i, 5.6, -8%, 3%, 3.5%, 1.1, -0.4%, 16%, 6%
Cc1ccsc1C(C(=O)NC1CCCCC1)N(C(=O)c1csnn1)C1CC1 (stereo not drawn)
→ 88µM*, i, 0.6, -8%, 7%, 2.4%, 1.1, 1.1%, 1%, 5%
CCC(CC)c1ncc[nH]1
→ 1%, i, 0.4, -4%, 1%, ., ., ., ., .
O=[N+]([O-])c1cc(C(F)(F)F)ccc1Sc1nccn1Cc1ccccc1
→ 5%, i, 0.5, 5%, 2%, -1.9%, 0.9, 1.9%, 2%, 1%
O=C(NCCN1CCN(c2ccccc2)CC1)c1ccc(NC(=O)C2CCCO2)cc1 (stereo not drawn)
→ 0%, i, 0.7, -10%, -5%, -1.5%, 1.1, -3.6%, -11%, -8%
Cc1ccc(OCCCCn2ccnc2)c(Cl)c1
→ -1%, i, 0.5, 1%, -3%, -1.3%, 1, -2.5%, -6%, 6%
CCOc1ccccc1NC(=O)CCN(c1ccc(C)cc1)S(=O)(=O)c1ccccc1
→ -1%, i, 0.6, 2%, -17%, -0.7%, 1.2, -6.4%, 5%, 19%
COc1ccccc1NC(=O)N(Cc1cccs1)Cc1cc2cc3c(cc2[nH]c1=O)OCO3
→ 1%, i, 0.5, 12%, 2%, -4.5%, 1.1, -7.1%, 1%, 10%
Fc1ccc(CNC(=S)Nc2ccccc2Cl)cc1
→ -5%, i, 0.5, -3%, 15%, -1.8%, 1, -2.0%, -1%, 11%
COc1ccc(C2=NN(CCC(=O)NCc3ccc4c(c3)OCO4)C(=O)CC2)cc1
→ 5%, i, 0.4, -4%, 0%, -1.2%, 1.1, -13%, 16%, 20%
CCCCC(=O)NC1(C(F)(F)F)C(=O)N(Cc2ccco2)C(C)=C1C(=O)OC (stereo not drawn)
→ 6%, i, 10, -1%, 2%, 0.7%, 1.1, -5.7%, 3%, 5%

# Reformatted as tab-separated lines: part of the list above.
Compound	P. falciparum M1AAP	Myeloid diff MLP	Myeloid diff MLP GFP+ MAC1+ %	LYP phosphatase	M17LAP inhibition	ER stress rescue	TNAP activators	XIAP displacement	PMI inhibition	human PMI inhibition
Cc1ccsc1C(C(=O)NC1CCCCC1)N(C(=O)c1csnn1)C1CC1 (stereo not drawn)	88µM*	i	0.6	-8%	7%	2.4%	1.1	1.1%	1%	5%
CCC(CC)c1ncc[nH]1	1%	i	0.4	-4%	1%	.	.	.	.	.
O=[N+]([O-])c1cc(C(F)(F)F)ccc1Sc1nccn1Cc1ccccc1	5%	i	0.5	5%	2%	-1.9%	0.9	1.9%	2%	1%
O=C(NCCN1CCN(c2ccccc2)CC1)c1ccc(NC(=O)C2CCCO2)cc1 (stereo not drawn)	0%	i	0.7	-10%	-5%	-1.5%	1.1	-3.6%	-11%	-8%

# Further records:
# Below each compound – P. falciparum M1AAP, Myeloid diff MLP, Myeloid diff MLP GFP+ MAC1+ %, LYP phosphatase, M17LAP inhibition, ER stress rescue, TNAP activators, XIAP displacement, PMI inhibition, human PMI inhibition
Cc1ccc(Cn2ccc(NC(=O)c3noc4c3CCCCC4)n2)cc1
→ 9%, i, 2.5, 2%, 4%, -3.4%, 1.1, -5.4%, 8%, 9%
Fc1ccccc1Nc1nc(-c2ccncc2)nc2ccccc12
→ 2%, i, 0.3, 6%, 0%, 1.0%, 1.1, -1.2%, -25%, -26%
Cc1ccc(Oc2ccc(-c3nnc(-c4ccccc4)o3)cc2[N+](=O)[O-])cc1C
→ 5%, ., ., 2%, -9%, -0.5%, 0.8, -5.3%, -4%, 18%
O=C(CCCn1cnc([N+](=O)[O-])n1)Nc1ccc(F)c(Cl)c1
→ 2%, i, 0.3, 1%, 11%, -0.6%, 1, -6.2%, -3%, -11%
CCCCOC(=O)Nc1ccc(C)c(Cl)c1
→ 3%, i, 0.7, -6%, 9%, -2.0%, 1.1, -1.9%, 15%, 16%
CCCc1nc2n[nH]c(N)c2c2c1CCCC2
→ 0%, i, 2.2, -5%, -7%, 1.1%, 1.1, -4.2%, 4%, 13%

# Source: PubChem
